Mtb UGM inh – Mtb UDP-galactopyranose mutase inhibition. P9WIQ1. purified UGM, fluorescence polarization probe displacement. inhibition, % at 10 µM. 0.06% of 320,000 active. AID 504406; in the data active = inhibition above about 10%, passing the limit was not always enough
BoNT F protease – blocks Botulinum neurotoxin F light chain protease | 0.22% of 360,000 active | inhibition, % at 10 µM | Multiplex microsphere protease cleavage assay, flow cytometry; in the data active = inhibition above about 35%, passing the limit was not always enough; note: plate controls were buffer without enzyme for full effect and enzyme alone for no effect
Rv3671c inh – inhibits the M. tuberculosis serine protease Rv3671c; 0.048% of 320,000 active; inhibition, % at 5.96 µM; P9WHR9; in the data active = inhibition above about 38%;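 note: extracellular domain of Rv3671c used as enzyme; 0% = enzyme with DMSO and 100% = no enzyme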
Target sequence (P9WHR9 whole entry, looked up, the tested form may be a part): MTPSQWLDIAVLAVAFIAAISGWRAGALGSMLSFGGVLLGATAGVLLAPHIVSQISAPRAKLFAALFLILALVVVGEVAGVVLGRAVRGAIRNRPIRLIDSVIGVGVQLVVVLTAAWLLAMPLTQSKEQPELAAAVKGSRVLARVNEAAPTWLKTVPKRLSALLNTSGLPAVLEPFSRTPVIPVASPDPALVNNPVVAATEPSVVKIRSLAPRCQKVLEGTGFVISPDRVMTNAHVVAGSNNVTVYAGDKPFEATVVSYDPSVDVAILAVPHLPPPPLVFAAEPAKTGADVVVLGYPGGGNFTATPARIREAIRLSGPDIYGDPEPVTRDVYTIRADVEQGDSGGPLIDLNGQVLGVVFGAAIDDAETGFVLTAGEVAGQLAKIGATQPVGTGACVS
MazEF act – increases E. coli MazEF RNase cleavage of RNA; FAM/BHQ RNA-DNA oligo cleavage fluorescence, 5 h; activation, % at 20 µM; 0.32% of 350,000 active; AID 504720; in the data active = activation above about 50%
Target sequence (P0AE70 whole entry, looked up): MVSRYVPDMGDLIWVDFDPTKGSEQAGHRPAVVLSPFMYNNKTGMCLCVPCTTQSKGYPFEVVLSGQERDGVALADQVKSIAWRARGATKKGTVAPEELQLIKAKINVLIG
FadD28 FP inh – M. tuberculosis FadD28 bisubstrate binding inhibition | FadD28 bisubstrate probe binding, fluorescence polarization | inhibition, % at 12.5 µM | 0.22% of 360,000 active | AID 588549; in the data active = inhibition above about 8.5%, passing the limit was not always enough
PrPC surface inh – reduces human prion protein on the cell surface. inhibition, % at 13.8 µM. AID 720596. cell surface PrPC, TR-FRET read-out. 0.43% of 370,000 active; in the data active = inhibition above about 24%; note: 0% = median of the test wells and 100% = reference compound wells
Mtb BioA inh – inhibitors of Mycobacterium tuberculosis BioA enzyme. purified M. tuberculosis BioA enzyme, plate reader. inhibition, % at 9.99 µM. 0.096% of 360,000 active. AID 602481; in the data active = inhibition above about 40%
Mtb FBA inh – Mtb fructose-bisphosphate aldolase inhibition. P9WQA3. purified M. tuberculosis FBA, fluorescence read-out. inhibition, % at 1 µM. 2.3% of 360,000 active. AID 588726; in the data active = inhibition above about 27%;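 note: 0% = vehicle and 100% = reference inhibitor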
Target sequence (P9WQA3 whole entry, looked up): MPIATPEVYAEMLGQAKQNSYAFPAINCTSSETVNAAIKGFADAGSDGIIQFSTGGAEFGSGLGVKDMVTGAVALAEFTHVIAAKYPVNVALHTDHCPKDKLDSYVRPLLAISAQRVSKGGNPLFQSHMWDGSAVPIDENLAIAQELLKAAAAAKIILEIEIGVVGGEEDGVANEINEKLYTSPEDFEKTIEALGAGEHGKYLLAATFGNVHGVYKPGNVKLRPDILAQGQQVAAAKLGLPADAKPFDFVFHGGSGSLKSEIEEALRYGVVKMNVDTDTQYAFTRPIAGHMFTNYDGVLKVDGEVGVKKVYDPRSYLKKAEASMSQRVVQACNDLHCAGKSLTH
GDH-TPI counter – inhibits GDH-TPI coupling enzymes, artifact for Mtb FBA screen. GDH-TPI coupled enzyme counterscreen, NADH absorbance. inhibition, % at 4.8 µM. 1.2% of 360,000 active. AID 588335; in the data active = inhibition above about 30%;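 note: 0% = DMSO wells and 100% = wells lacking the enzyme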
Numbers without * were called inactive; x = no result given. This is a random part of the collection; 4.8% or so of the library scored in one or more.

Values run as follows: Mtb UGM inh, BoNT F protease, Rv3671c inh, MazEF act, FadD28 FP inh, PrPC surface inh, Mtb BioA inh, Mtb FBA inh, GDH-TPI counter
- Cc1ccc(NC(=O)CCC(=O)N/N=C/c2ccc(O)cc2O)cc1
 : -0.4, 16, 16, 1, -3.1, 12, 0.0, -2, 16
- CC1=C(C(=O)OC(C)C)C(c2cccs2)n2ncnc2N1 (stereo not given)
 : -0.9, 2, 7, 7, 0.6, 0, 1.2, 3, 7
- CCN1C[C@@H]2[C@@H]3C(=O)N(Cc4ccccc4)C(=O)[C@@H]3[C@](CC)(C(=O)OC)N2C1=NCc1ccccc1
 : x, -5, x, 7, -4.4, -6, 0.3, -2, 6
- Cc1[nH][nH]c(=O)c1C(c1c(C)[nH][nH]c1=O)c1cn(Cc2cccc3ccccc23)c2ccccc12
 : 1.4, -23, -85, 4, -4.4, -8, 1.0, -3, -4
- O=[N+]([O-])c1nn(-c2ccc(Cl)cc2)n(O)c1=NCc1ccccc1
 : -0.9, -10, 5, 4, -0.9, -29, 0.9, -4, 19
- OC(CNCC(c1ccc(Cl)cc1Cl)c1c[nH]c2ccccc12)c1ccccc1 (stereo not given)
 : 0.3, -14, -1, -25, -11, 1, 0.1, 2, -1
- CCN(CC)c1c([N+](=O)[O-])c(=O)oc2ccccc12
 : 0.8, 0, 2, 0, -2.5, 3, x, 3, 8
- O=C1c2c(Br)c(Br)c(Br)c(Br)c2C(=O)N1c1ccccn1
 : -1.7, 14, 7, 6, 0.5, -3, -0.8, 3, 11
- COc1ccc(C2C(C(C)=O)=C(O)C(=O)N2CCO)c(OC)c1 (stereo not given)
 : 0.2, 1, -11, 10, -0.3, -2, -0.7, -6, 13
- CC(C)c1cccc(O)c(=O)c1
 : 5.1, 21, 5, 10, -1.6, -3, -0.3, 3, 8
- CCCCS(=O)CC(CS(=O)CCCC)OC(=O)c1ccc(C)cc1 (stereo not given)
 : -0.3, -23, -3, 2, -1.4, -4, 1.3, 3, 4
- COc1ccc(CNC(=O)Cc2c(C(=O)O)[nH]c3ccccc23)c(OC)c1
 : 2.0, -28, 1, -4, -0.2, 0, -1.7, 0, -4
- Cn1cc(-c2csc(C(O)c3ccc(F)cc3)n2)cn1 (stereo not given)
 : x, 0, x, x, 0.1, 7, 1.4, 5, 12
- c1ccc(C2CC(c3cccs3)=NN2c2ccccc2)cc1 (stereo not given)
 : -0.6, -5, 5, -6, 0.5, 7, -1.4, 87*, 7
- COc1cc(/C=N/NC(=O)Nc2ccccc2)ccc1OC(C)=O
 : -2.1, -4, 3, 2, -1.3, -3, x, -1, 1
- Cc1cccc(S(=O)(=O)N2CCn3cccc3C2C)c1 (stereo not given)
 : -1.4, 12, -6, -18, 0.1, -3, -3.4, 1, 4
- COC(=O)C1(Cc2cc(-c3ccc(Cl)cc3)no2)CCN(C(=O)OC(C)(C)C)CC1
 : 0.9, -8, 8, -12, 0.0, -5, -1.6, 1, 7
- CC(=NN1CC(=O)NC1=O)c1ccc([N+](=O)[O-])o1
 : x, -4, x, 6, -0.6, -11, 0.1, -2, 18
- COc1ccc2c(c1)sc(=NC(=O)CS(=O)(=O)c1ccc(F)cc1)n2C
 : 0.3, -2, -7, -9, -4.4, 1, -0.8, 0, 18
- Cc1ccc(CNC(=O)Nc2nnc([C@@H]3C[C@H](O)[C@@H](CO)O3)s2)cc1
 : x, -4, x, x, -1.5, 11, 0.1, 2, 3
- CC(=O)Nc1sc(C)c(C)c1C(=O)OC(C)C
 : 0.1, -4, -16, 5, -0.1, 2, -0.3, -1, 5
- CCCn1cc(SCC(=O)NCC2CCCO2)c2ccccc21 (stereo not given)
 : -0.5, -3, 7, -2, -0.3, 5, -1.0, 5, 12
- COCCN(C(=S)Nc1cc(C)cc(C)c1)C(C)c1cccs1 (stereo not given)
 : -0.2, 9, 2, 5, 1.1, 8, x, 0, 17
- CN(C)c1nc(-c2ccccc2)cc(C(F)(F)F)c1C#N
 : 3.0, 2, -7, 4, -0.5, 7, 1.9, 7, -3
- COc1ccc(OCC(=O)NC2CCCc3ccccc32)cc1 (stereo not given)
 : -1.9, 9, 5, -27, 1.8, 6, x, 0, 13
- COc1ccc(N(CC(=O)Nc2ccc(C)cc2)S(=O)(=O)c2c(C)noc2C)cc1
 : 2.8, 6, -7, 7, -0.2, 3, -3.1, -1, 8
- CN(CC(=O)Nc1ccccc1Br)C(=O)c1cccc([N+](=O)[O-])c1
 : 0.5, -13, -4, 4, 0.8, -5, 1.8, 2, 4
- COc1ccccc1NS(=O)(=O)c1cc(NC(=O)CCc2nc3ccccc3c(=O)[nH]2)ccc1C
 : -0.4, -2, 1, -6, -5.4, -3, -1.1, -1, 9
- COc1ccc(Cn2c(SCc3cc(C)ccc3C)nc3cc(OC)c(OC)cc3c2=N)cc1
 : -1.7, -10, 4, -49, -5.6, -4, -2.3, -2, 7
- CCCCCCCCCCCCCCCC[n+]1ccc(C(N)=O)cc1
 : 1.7, 3, 4, -14, 22*, 6, 1.1, 2, 9

(listing goes on)
molecule	Mtb UGM inh	BoNT F protease	Rv3671c inh	MazEF act	FadD28 FP inh	PrPC surface inh	Mtb BioA inh	Mtb FBA inh	GDH-TPI counter
CCCCC(CC(O)COCC(C)C)C(=O)NN (stereo not given)	-1.6	3	7	11	-1.2	-3	x	-1	-12
COc1ccc(NC(=O)CN(c2ccc(C)cc2)S(C)(=O)=O)c(OC)c1	-0.8	-11	2	0	-1.2	1	0.5	0	17
COc1cc(OC)c(C(=O)COc2ncnc3ccccc23)c(OC)c1	-2.5	-1	-4	3	-1.8	2	x	-1	-7
Brc1ccc(CN2CCN(c3ccccn3)CC2)s1	-3.1	2	-1	-4	-2.5	7	-0.9	1	14
Cc1ccc(NC(=O)c2ccc(NS(=O)(=O)c3c(C)noc3C)cc2)cc1C	0.6	-28	-20	1	-1.9	3	0.1	1	8
Clc1cccc(CNc2nnnn2-c2ccccc2)c1	-3.2	-7	1	0	-1.9	18	x	-2	0
O=C1O/C(=C/c2ccccc2)N=C1c1ccccc1	0.1	-3	-4	4	-1.5	0	1.1	-1	4
COC(=O)c1ccc(N2C(=O)CC(N3CCC(O)(c4ccc(Br)cc4)CC3)C2=O)cc1 (stereo not given)	-1.8	-7	0	-2	-5.8	-5	x	-1	-2
CCOC(=O)N/N=C\c1cccc(OC)c1OC/C=C/c1ccccc1	-0.2	1	x	-2	-0.7	-9	-1.8	3	-1
Cc1c(-c2ccc(/C=N/NC(=O)C(=O)Nc3ccccc3F)o2)cccc1[N+](=O)[O-]	-2.6	31	-9	2	-4.5	-3	0.4	-2	-7
CC(C)NS(=O)(=O)c1ccc(NC(=O)Cc2cccs2)cc1	0.2	-4	2	5	0.8	6	x	2	5
O=C(NCCc1ccccc1)c1ccccc1F	-2.2	-9	-13	0	-2.3	0	x	-1	3
Cc1ccc(C(=O)OCC(=O)N2C(C)CCCC2C)cc1S(=O)(=O)N1CCOCC1 (stereo not given)	-1.8	0	5	3	-0.3	-5	-0.3	5	10
O=C(NCc1ccc2c(c1)OCO2)c1ccc(CN2CCc3ccccc3C2)cc1	-0.9	0	-5	2	-0.8	4	-0.2	0	1
Cc1cc(-c2ccc(C)c(S(=O)(=O)NCC3CCN(Cc4cccc(F)c4)CC3)c2)on1	-0.6	0	-2	9	-2.0	-6	1.4	0	-2
CCOC(=O)c1cc2nc(-c3ccco3)cc(C(F)(F)F)n2n1	3.4	-11	-11	9	0.4	0	-2.0	28*	7
COc1ccc(S(=O)(=O)Cc2ccc(C(=O)N3CCN(C(=O)c4ccco4)CC3)o2)cc1	3.1	-3	-7	5	0.4	-4	-1.6	5	11
N#Cc1ccc(-c2csc(NC(=O)/C=C/c3cccs3)n2)cc1	-0.6	6	-32	-7	-0.9	11	x	1	12
CC(=O)c1nccs1	1.1	-3	6	5	-3.5	x	-0.6	-2	5
CC(Nc1nc(-c2ccccc2O)nc2ccccc12)c1ccccc1 (stereo not given)	-1.2	-4	-72	0	-3.0	-2	-2.4	-1	-1
O=c1[nH]c(-c2ccccc2)nn1-c1ccc(Br)cc1Br	0.8	0	-9	6	-1.6	-3	-1.3	3	8
Cc1ccc(NC(=O)CN2CCCC2)cc1	0.3	x	2	1	-0.2	0	-0.7	1	0
C=CCNC(=O)CN(CCc1ccccc1)S(=O)(=O)c1ccccc1	-3.9	-35	8	6	-3.8	5	-0.6	-1	-7
CN(C)c1ccc2cc(S(=O)(=O)O)cc(O)c2c1	x	-11	x	-14	19*	-25	-4.6	169*	15
COc1ccccc1NC(=O)CCSc1nnc(-c2ccncc2)o1	1.4	-3	4	2	-2.3	6	x	5	4
COc1cccc(NC(=O)CN(C)C(=O)c2cc(-c3cccc(Br)c3)nc3ccccc23)c1	1.6	x	-43	-9	-5.7	-3	-1.1	-4	8
Cc1ccc(CN2CC(C(=O)N3CCN(S(=O)(=O)c4cc(C)ccc4C)CC3)CC2=O)cc1 (stereo not given)	-0.4	-5	4	1	-0.1	0	1.0	0	5
COc1ccc(C2C(C#N)=C(N)Nc3onc(C(C)(C)C)c32)c(OC)c1 (stereo not given)	3.8	1	7	7	-5.4	4	3.6	-2	5
COc1ccc(NC(=O)CN2C(=O)NC(C)(c3ccccc3)C2=O)c(OC)c1 (stereo not given)	0.9	1	1	11	x	-1	1.7	-1	-2
COc1ccc(CCN(C)S(=O)(=O)c2cn(C)c(=O)n(C)c2=O)cc1OC	x	-7	-2	2	0.2	3	0.2	0	0
CC(/C=C/C1[C@H](C)C[C@H](O[C@@H]2O[C@H](CO)[C@@H](O)[C@H](O)[C@H]2O)CC1(C)C)O[C@H]1O[C@H](CO)[C@@H](O)[C@H](O)[C@H]1O (stereo not given in full)	1.2	-3	-10	-3	0.2	6	-1.9	2	-1
C=CCn1c(O)c(/C(C)=N/NC(=S)Nc2ccccc2)c(=O)[nH]c1=O	2.3	-6	-4	0	-1.3	-7	0.5	3	20
CCC(CC)NC(=O)CO/N=C/c1ccc(Cl)cc1Cl	1.1	-2	1	1	-3.3	9	x	-6	-8

From PubChem
